Bioassay records as filed in PubChem.
SW480 rerep: DNA re-replication induction in SW480 cells; SW480 DNA re-replication, Hoechst DNA content imaging, 48 h; Potency, µM (doses to about 46.1 µM), inactives show at the highest dose re-replication activation, hits mostly activators; 340,000 compounds, 1.8% hits; AID 624297; note: % of control where 0% means no effect; nearly all actives have a fitted effect of over 55% in size
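Hoechst fluorescence of nuclei (405 nm excitation, 500-530 nm emission) measured by plate-scanning imager after 48 hr compound exposure at 37 C; re-replication scored as increased number of nuclei with elevated intensity.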
HEK293 tox: cytotoxicity counter-screen for GLP-1 receptor inverse agonists; Potency, µM (titrated, usually from 38.3 µM), without a hit: at the highest dose activity change, negative = inhibition, most hits filed as inhibitors; 410,000 compounds, 0.13% hits; AID 624418; HEK293 cAMP-luciferase reporter cells, luminescence, 24 h;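 note: loss of luciferase light is scored as toxicity; % is set by controls: 0 for no effect and ±100 for the full control effect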
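MLSMR compounds, 24 hr on cells at 37 deg C/5% CO2; luminescence after luciferase reagent (12 min RT). Inhibition counted as the undesired cytotoxic outcome.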
GLP1R inv ag: inverse agonists of human GLP-1 receptor. 410,000 compounds, 1.6% hits. HEK293 GLP-1R CRE-luciferase, luminescence, 24 h; GLP-1R form is constitutively active. Potency, µM (titrated, usually from 38.3 µM), for the others: at the top dose activity change, negative = inhibition, usual class: inhibitors. P43220; note: % is set by controls: 0 for no effect and ±100 for the full control effect; nearly all actives have a fitted effect of over 55% in size
Target sequence (P43220 whole entry, looked up): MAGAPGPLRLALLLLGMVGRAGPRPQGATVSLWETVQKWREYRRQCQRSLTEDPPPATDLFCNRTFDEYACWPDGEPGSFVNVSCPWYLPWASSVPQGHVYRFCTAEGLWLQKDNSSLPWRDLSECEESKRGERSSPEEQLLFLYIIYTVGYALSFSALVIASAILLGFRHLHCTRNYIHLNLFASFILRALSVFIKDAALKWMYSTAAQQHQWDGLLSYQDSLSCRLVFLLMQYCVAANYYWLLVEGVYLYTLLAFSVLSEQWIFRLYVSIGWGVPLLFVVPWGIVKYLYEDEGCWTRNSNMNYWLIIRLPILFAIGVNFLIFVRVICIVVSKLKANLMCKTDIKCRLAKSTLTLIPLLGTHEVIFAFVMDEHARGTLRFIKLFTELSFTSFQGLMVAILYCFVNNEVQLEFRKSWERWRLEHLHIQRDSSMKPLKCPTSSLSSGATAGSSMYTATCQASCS
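HEK293 cells stably co-expressing a cAMP-responsive luciferase reporter and constitutively active GLP-1R were seeded, incubated 12 h, then exposed to compounds for 24 h at 37 C. Luminescence was read 12 min after detection reagent; inverse agonists lower signal.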
KB-V1 cytotox: kills drug-selected multidrug resistant KB-V1 cells; KB-V1 MDR cells viability, CellTiter-Glo, 72 h; Potency, µM (titrated, usually from 46.1 µM), for inactives: top-dose activity change, negative = cytotoxicity, actives largely listed as cytotoxic; 400,000 compounds, 3.4% hits; note: % is set by controls: 0 for no effect and ±100 for the full control effect; nearly all actives have a fitted effect of over 60% in size
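Cytotoxicity via CellTiter-Glo luminescence after 72 h compound exposure at 37 degrees C. Cells: drug-selected KB-V1 line, DMEM phenol-red free plus 10% FBS. Compounds tested at multiple concentrations; normalized data fitted to concentration-effect curves.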
HT1080 IDH1KD tx: toxicity to HT-1080 IDH1 knockdown cells (counter line). 360,000 compounds, 2% hits. HT-1080 IDH1 knockdown viability, ATP luminescence, 48 h. AID 686971. Potency, µM (top dose mostly 46.1 µM), without a hit: at the top dose activity, negative = toxicity, usual class: cytotoxic;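 note: 0% = DMSO wells and -100% = cell-free medium wells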
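IDH1KD HT-1080 cells, 750/well, RPMI + 5% FBS; compound pinned after 2 h settling; 48 h, 37 °C; CellTiter-Glo luminescence; % activity normalised to DMSO and no-cell wells; curves fitted, classed by r2 and efficacy.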
KB-3-1 cytotox: KB-3-1 parental cell cytotoxicity | KB-3-1 viability, CellTiter-Glo ATP luminescence, 72 h | Potency, µM (highest dose often 46.1 µM), for the others: top-dose activity change, negative = cytotoxic, hits mostly cytotoxic | 400,000 compounds, 1.4% hits; note: % is set by controls: 0 for no effect and ±100 for the full control effect; nearly all actives have a fitted effect of over 60% in size
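Cells are dispensed, compounds pinned in, plates held at 37 °C for 72 h, then CellTiter-Glo is added and luminescence read after 10 minutes. Cell line: parental KB-3-1 in phenol-red-free DMEM, 10% FBS.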
HT1080NT lethal: kills 2HG-producing HT-1080-NT fibrosarcoma cells; HT-1080-NT fibrosarcoma viability, CellTiter-Glo ATP luminescence, 48 h; Potency, µM (highest dose often 46.1 µM), without a hit: top-dose activity, negative = less viability, hits mostly cytotoxic; 360,000 compounds, 1.6% hits; AID 686970;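 note: NT is the 2HG producing partner of a matched IDH1 knockdown line; 0% = DMSO-treated cells and -100% = media-only wells without cells; nearly all actives have a fitted effect of over 55% in size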
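750 cells/well, RPMI + 5% FBS; 2 h settle, compound pin-transfer, 48 h at 37 degrees C. CellTiter-Glo 10 min RT, luminescence. Normalized to DMSO and media-only wells.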
GLP-1R agonist: GLP-1 receptor (human) agonism; P43220; HEK293 GLP-1R CRE-luciferase, luminescence, 4-6 h; cells express a hypersensitive GLP-1R form; Potency, µM (highest dose often 45.6 µM), without a hit: top-dose activation, most hits filed as activators; 380,000 compounds, 0.007% hits; AID 624172; note: % of control where 0% means no effect
TDP43 rescue: inhibitors of TDP-43 toxicity in yeast; Potency, µM (highest dose often 46.1 µM), inactives show at the top dose growth rescue (activation), hits mostly activators; AID 652104; 410,000 compounds, 1.8% hits; TDP-43 expressing yeast growth rescue, BacTiter-Glo, 24 h; note: % of control where 0% means no effect; nearly all actives have a fitted effect of over 50% in size
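Luminescence from BacTiter-Glo reports growth of TDP-43-expressing yeast after 24 hr at 30 deg C with compound. Cells were raffinose-pregrown to mid-log, then seeded in galactose medium at OD600=0.02.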
The depositor's hits bear a star; u = inconclusive; x = not tested or not shown; [ ] = dose if it differs, or a comment. Calls come from the whole dose curve; as a rule, active = well fitted curve in the direction sought with a large enough effect; inconclusive = small, poorly fitted or top-dose-only effect, or another doubt; inactive = no such curve, though single readings can be large; an effect the other way counts as inactive or inconclusive. Potency is the fitted concentration of half-maximal effect. The order is random; 9.4% or so of the library scored in one or more.

SMILES	SW480 rerep	HEK293 tox	GLP1R inv ag	KB-V1 cytotox	HT1080 IDH1KD tx	KB-3-1 cytotox	HT1080NT lethal	GLP-1R agonist	TDP43 rescue
COc1ccc(-c2nnn(CC(=O)N(C3CCCC3)C(C)C(=O)NC3CCCC3)n2)cc1OC (stereo not given)	-1%	-6%	32%[activator]	12%	6%	4%	6%	10%	22%
COc1ccc(CCNC(=O)Nc2cccc([N+](=O)[O-])c2)cc1	3%	-16%	u	-23%	-9%	1%	-8%	12%	2%
Cc1ccc(-c2nonc2NC(=O)c2ccco2)cc1C	x	-7%	-23%	18%	x	8%	x	x	20µM*
CNC(=S)Nc1cccc(C(C)=O)c1	-3%	4%	3%	0%	5%	-1%	11%	0%	-2%
Cc1ccc(N2CCN(/N=C/c3ccccc3)CC2)cc1	-20%	1%	2%	-2%	10%	2%	6%	0%	u
COc1ccc(Cn2c(=O)[nH]c3cc(C(=O)Nc4ccccc4C)ccc32)cc1	0%	6%	11%	1%	-3%	0%	-2%	-2%	-5%
O=C(O)[C@H]1CC=C[C@H]2CCN(Cc3ccc(Cl)c(Cl)c3)C(=O)[C@@H]12	-3%	2%	-7%	4%	0%	u	1%	0%	8%
O=C(Oc1ccc2c(=O)c(Cl)coc2c1)c1cccnc1	-9%	15%	4%	-18%	-9%	0%	-2%	-4%	-27%
Cn1c2c(c3ccccc31)CCN=C2c1ccccc1	-7%	-22%	-2%	3%	6%	12%	1%	10%	0%
CCCN(CC(=O)Nc1ccccc1C)C(=O)/C=C/c1ccc(S(=O)(=O)N2CCCCCC2)cc1	-1%	-4%	u	u	-24%	29%	-10%	-5%	7%
O=C1NC(=O)C(=Cc2ccco2)S1	-9%	-5%	-2%	u	-8%	8%	0%	0%	-2%
O=C(Nc1ccc(-c2csc(Nc3cccc(C(F)(F)F)c3)n2)cc1)c1ccccc1	u	-16%	u	-12%	-12%	u	-23%	-8%	20%
C[C@@H]1CN([C@@H](C)CO)C(=O)c2cc(C#Cc3cccc(F)c3)cnc2O[C@@H]1CN(C)CC1CCOCC1	x	5%	u	-6%	-22%	u	-18%	-1%	23%
CC1(C2CCC3C4CCC5CC6(CCC5(C)C4C(=O)CC32C)OCCO6)OCCO1 (stereo not given)	0%	12%	u	0%	-2%	-5%	0%	2%	28%
CCOc1ccc(N2C(=O)CS/C2=N/NC(=O)COc2ccc3ccccc3c2)cc1	-2%	4%	0%	u	14%[9.24 µM]	23%	-16%	12%	-14%
CCOC(=O)N1CCN(S(=O)(=O)c2ccc(C)c(C(=O)NC3CCCCC3)c2)CC1	-10%	6%	9%	x	1%	x	3%	-7%	11%
Cc1c(CC(=O)O)c(=O)oc2cc(OCc3ccc(Cl)cc3)ccc12	0%	3%	8%	5%	2%	-5%	-3%	-2%	11%
C=CCNc1nc(NCCOc2ccccc2Cl)c2sc(-c3ccccc3)cc2n1	x	-11%	-62%	u	u	u	18µM*	1%	9%
O=C1c2ccccc2NC(c2ccc(Br)s2)N1O (stereo not given)	23%	-14%	u	u	u	u	u	5%	-1%
O=C(CNc1ccc(F)cc1)N/N=C1\CCc2ccccc21	36%	-16%	-5%	0%	-1%	10%	1%	5%	9%
O=C(Nc1cccc2cccnc12)c1cccc(Cl)c1	-6%	2%	10%	17%	4%	10%	8%	14%	14µM*
Cc1cc(C)c2nc(N3CCCN(C(=O)c4cnccn4)CC3)c(C#N)cc2c1	u	22%	3%	-5%	-25%	-2%	-12%	23%	u
Clc1ccc(SCNc2ccccc2Cl)cc1	-6%	1%	-17%	2%	-4%	4%	1%	1%	-8%
COc1ccc(-n2nc(C)c3onc(C)c3c2=O)cc1	-10%	3%	30%[activator]	5%	19%	11%	30%	0%	8%
O=C(/C=C/c1cccs1)c1ccc(Br)cc1	8%[9.22 µM]	22%	u	0%	-14%	9%	-6%	-11%	2%

Later entries:
SMILES	SW480 rerep	HEK293 tox	GLP1R inv ag	KB-V1 cytotox	HT1080 IDH1KD tx	KB-3-1 cytotox	HT1080NT lethal	GLP-1R agonist	TDP43 rescue
COc1ccccc1CCC(=O)N(CCC1=CCCCC1)c1c(N)n(Cc2ccccc2)c(=O)[nH]c1=O	u	-4%	u	-14%	-17%	11%	-2%	-2%	-6%
COc1ccc(OC)c(N(CC(=O)NC2CCCC2)S(=O)(=O)c2ccc(OC)c(OC)c2)c1	6%	8%	30%	u	4%	u	6%	10%	-14%
COc1cccc(CNC(=O)C(CC(C)C)NC(=O)c2ccccc2C)c1 (stereo not given)	2%	21%	u	-14%	27%	0%	15%	10%	-13%
COc1ccc(-c2ccc(-c3nnc(-c4cc(OC)ccc4OC)o3)cc2)cc1	-6%	2%	6%	0%	9%	15%	5%	-1%	22%
CN(c1ccccc1)S(=O)(=O)c1ccc(C(=O)NCc2ccccc2F)cc1	-3%	-10%	u	0%	-8%	-7%	-7%	1%	8%
N#CC1=C(N)C2=CCCC[C@H]2[C@H](c2ccc(Br)cc2)C1(C#N)C#N	u	21%	-33%	-3%	-5%	-3%	-4%	-2%	1%
O=C(Oc1cccc2cccnc12)c1cccc(-n2cnnn2)c1	-5%	-5%	0%	3%	11%	16%	18%	-3%	17%
NCCCNc1ccc([N+](=O)[O-])cc1C(F)(F)F	-1%	-18%	u	-3%	-2%	-11%	0%	-1%	u
COc1ccc(C(=O)NCCN2CCOCC2)cc1S(=O)(=O)Nc1ccc(C)cc1	u	1%	4%	0%	8%	12%	-2%[9.24 µM]	-3%	1%
COc1ccccc1N=Nc1c(C)[nH][nH]c1=O	0%	u	130%[activator]	u	-30%	0%	u	12%	19%
COc1c(C)cc(C(=O)C2CCCN(Cc3cccc4nccnc34)C2)cc1C (stereo not given)	-18%	5%	u	-2%	-10%	-3%	-13%	10%	-12%
Cc1ccccc1NC(=O)c1cccc(S(=O)(=O)N2CCOCC2)c1	-38%[inhibitor]	-8%	4%	20%	0%	3%	3%	11%	-2%
Cn1c(N)c(C(=O)COC(=O)c2cc(C(F)(F)F)nc3ccccc23)c(=O)n(Cc2ccccc2)c1=O	-3%	-13%	-2%	u	2%	u	-3%	0%	-6%
CCC(C)NS(=O)(=O)c1ccc(-c2csnn2)s1 (stereo not given)	0%[9.22 µM]	-1%	-22%	0%	-3%	13%	-2%	9%	14%
COCCNC(=O)C1(C)CCCN(C(=O)c2ccccc2OC)C1 (stereo not given)	x	-13%	18%	5%	11%	0%	28%	3%	1%
CC(C)c1ccc(NC(=O)c2cccc(Br)c2)cc1	2%	-6%	-25%	35%	-3%	0%	-5%	-2%	11%
O=C(CNC(=O)c1ccc(Br)o1)OCC(=O)c1cccc([N+](=O)[O-])c1	2%	-4%	0%	5%	19%	5%	7%	6%	21%
COc1ccc(/C=C2\SC(=S)N(CCC(=O)Nc3ccc(C(=O)O)cc3)C2=O)cc1OC	-5%	-1%	10%	30%	-11%	19%	-13%	3%	2%
COc1cccc(OC)c1C(=O)N1CCN(c2ccccn2)CC1	-5%	9%	-1%	-3%	13%	-10%	-1%	-3%	-3%
CC(=O)c1cccc(OCC(=O)Nc2cc(S(=O)(=O)N3CCOCC3)ccc2N2CCCC2)c1	0%	15%	11%	-26%	1%	u	0%	3%	1%
O=C(COC(=O)c1cccnc1Cl)NCCC1=CCCCC1	-5%	7%	2%	-4%	-2%	-4%	7%	4%	28%
COc1ccc(-n2nnnc2SCc2nc(N)nc(N3CCOCC3)n2)cc1	-1%	-3%	20%	-2%	-6%	-6%	-3%	18%	3%
S=C(NCC1CCCO1)Nc1ccc(Cl)cc1Cl (stereo not given)	-4%	-3%[1.53 µM]	-10%	-21%	5%	-4%	3%	1%	24%
O=C(Cn1cnc([N+](=O)[O-])c1)Nc1ccc(Cl)cc1Cl	x	4%	6%	-1%	-7%	-16%	-1%	-4%	-1%
O=C(NCc1ccncc1)c1cccc(S(=O)(=O)Nc2ccc(F)cc2)c1	-7%	-9%	-21%	u	0%	0%	1%	-9%	6%

A different layout for part of the listing above:
Order of results – SW480 rerep, HEK293 tox, GLP1R inv ag, KB-V1 cytotox, HT1080 IDH1KD tx, KB-3-1 cytotox, HT1080NT lethal, GLP-1R agonist, TDP43 rescue
Cc1c(CC(=O)O)c(=O)oc2cc(OCc3ccc(Cl)cc3)ccc12
    0%, 3%, 8%, 5%, 2%, -5%, -3%, -2%, 11%
C=CCNc1nc(NCCOc2ccccc2Cl)c2sc(-c3ccccc3)cc2n1
    x, -11%, -62%, u, u, u, 18µM*, 1%, 9%
O=C1c2ccccc2NC(c2ccc(Br)s2)N1O (stereo not given)
    23%, -14%, u, u, u, u, u, 5%, -1%

New compounds follow.
SMILES	SW480 rerep	HEK293 tox	GLP1R inv ag	KB-V1 cytotox	HT1080 IDH1KD tx	KB-3-1 cytotox	HT1080NT lethal	GLP-1R agonist	TDP43 rescue
CC(C)(C)OC(=O)NCCC(=O)Oc1ccc2ccc(=O)oc2c1	29%	456%[activator]	0%	u	21%	0%	3%	-7%	9%
CCN(C(=O)COC(=O)c1ccc(F)c(S(=O)(=O)N2CCOCC2)c1)C1CCS(=O)(=O)C1 (stereo not given)	-1%	16%	18%	4%	0%	3%	1%	1%	5%
COc1ccc(NC(=O)COC(=O)CC2CCCC2)cc1Cl	-51%[inhibitor]	0%	0%	0%	6%	5%	7%	6%	22%
COc1ccc(NC(=O)c2ccc3[nH]c(C)c(C)c3c2)cc1	1%	-19%	u	-2%	0%	-5%	4%	3%	u
C/C1=C\CCC2C(/C=C(\C)CC1)OC(=O)C2CN1CCCCC1 (stereo not given)	21µM*	u	u	u	21µM*	0%	u	-6%	-29%
COC(=O)c1ccccc1NC(=O)CSCC(=O)Nc1ccccc1	-2%	8%	-13%	u	-3%	-3%	1%	22%	21%
NS(=O)(=O)c1ccc(CNC(=O)CNC(=O)c2ccc(Br)o2)cc1	1%	1%	5%	15%	10%	14%	14%	-2%	0%
